Screening results from PubChem.
ATXN2 expr inh – Primary qHTS for Inhibitors of ATXN expression; HEK-293 ATXN2-luciferase reporter, luminescence, 24 h; Potency, µM (top dose mostly 57 µM), without a hit: top-dose activity change, negative = inhibition, most hits filed as inhibitors; 0.72% of 360,000 active; AID 1745845, 2022; note: potency is the fitted concentration of half-maximal effect; % is set by controls: 0 for no effect and ±100 for the full control effect; nearly all actives have a fitted effect of over 55% in size
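ATXN2-luciferase reporter cells (luciferase flanked by upstream and downstream ATXN2 gene portions) were treated 24 h at 37 °C with compounds at up to 57 uM. SteadyGlo luminescence gave expression; GF-AFC fluorescence gave viability.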
IL-2 act – qHTS of IL-2 Activators. IL-2 activation reporter assay, cell-based qHTS; stimulated with anti-CD3/CD4/CD28 beads; in transgenic mouse T cells. activation, % (series mostly up to about 46 µM). 0.065% of 360,000 active. AID 652025, 2013; in the data active = activation above about 50%; inconclusive = mostly about 30% to 49%; note: 0% is about no effect
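EGFP and DsRed fluorescence is measured by plate cytometry in unstimulated transgenic mouse T cells exposed to compound for 60 minutes, then stimulated 18 hours at 37 degrees C with anti-CD3/anti-CD4 beads plus anti-CD28.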
A549 tox – Nrf2 qHTS screen for inhibitors: counterscreen for cytotoxicity. A549 ARE-Fluc cells, CellTiter-Fluor viability, 18-24 h. Potency, µM (titrated, usually from 46 µM), for inactives: at the highest dose activity change, negative = cytotoxicity, usual class: inhibitors. 0.16% of 390,000 active; note: potency is the fitted concentration of half-maximal effect; % is set by controls: 0 for no effect and ±100 for the full control effect
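A549 ARE-Fluc cells in 5% FBS OPTI-MEM, 5000 cells/well, rested 2 h then exposed to compounds in concentration-response for 18-24 h at 37 °C. Viability by CellTiter-Fluor fluorescence (Ex 405/Em 525) after 30 min; luciferase luminescence (BugLite, 15 min, RT) read afterwards.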
EPAC2 agonist – qHTS for Agonist of cAMP-regulated guanine nucleotide exchange factor 4 (EPAC2): primary screen; Rap guanine nucleotide exchange factor 4 (Homo sapiens), Q8WZA2; EPAC2 activation, biochemical qHTS; response scale: 100% = 6.5 mM cAMP response; Potency, µM (top dose mostly 154 µM), without a hit: top-dose activation, most hits filed as activators; 0.079% of 360,000 active; note: potency is the fitted concentration of half-maximal effect; nearly all actives have a fitted effect of over 50% in size
Target sequence (Q8WZA2 whole entry, looked up): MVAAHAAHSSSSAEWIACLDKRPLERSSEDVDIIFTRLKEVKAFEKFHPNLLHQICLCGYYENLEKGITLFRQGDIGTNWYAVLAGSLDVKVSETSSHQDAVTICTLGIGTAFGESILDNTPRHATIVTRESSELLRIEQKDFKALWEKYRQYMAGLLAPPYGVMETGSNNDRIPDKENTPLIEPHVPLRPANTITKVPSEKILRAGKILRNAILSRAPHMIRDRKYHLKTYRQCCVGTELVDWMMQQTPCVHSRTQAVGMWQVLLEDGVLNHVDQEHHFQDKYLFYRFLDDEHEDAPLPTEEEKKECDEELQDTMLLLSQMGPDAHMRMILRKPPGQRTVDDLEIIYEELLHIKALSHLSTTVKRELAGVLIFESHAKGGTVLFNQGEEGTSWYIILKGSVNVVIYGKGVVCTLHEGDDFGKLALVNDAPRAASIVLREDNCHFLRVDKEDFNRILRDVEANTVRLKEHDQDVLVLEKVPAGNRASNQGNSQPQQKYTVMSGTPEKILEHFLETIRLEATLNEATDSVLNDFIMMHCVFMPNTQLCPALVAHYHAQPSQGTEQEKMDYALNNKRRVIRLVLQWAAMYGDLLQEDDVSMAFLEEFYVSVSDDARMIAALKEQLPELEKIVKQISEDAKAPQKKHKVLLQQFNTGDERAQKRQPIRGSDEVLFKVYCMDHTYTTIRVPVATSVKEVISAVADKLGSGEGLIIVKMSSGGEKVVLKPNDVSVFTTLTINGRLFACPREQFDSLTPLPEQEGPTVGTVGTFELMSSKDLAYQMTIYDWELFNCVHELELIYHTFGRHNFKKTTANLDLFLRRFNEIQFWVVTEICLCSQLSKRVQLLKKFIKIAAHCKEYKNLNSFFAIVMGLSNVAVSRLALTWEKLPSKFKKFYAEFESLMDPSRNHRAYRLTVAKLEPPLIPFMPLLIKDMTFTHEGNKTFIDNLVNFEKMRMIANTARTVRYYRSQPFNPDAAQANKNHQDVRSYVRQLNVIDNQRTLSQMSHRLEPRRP
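Exchange assay: 100 nM EPAC2 with 250 nM Rap1B-BODIPY-GDP and 50 uM GDP. Fluorescence (ex 480/em 540 nm) read every 5 min for 30 min at room temperature. Data normalized to 6.5 mM cAMP as agonist control.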
TGFb SMAD3 inh – qHTS for Inhibitors of TGF-b. HepG2 CAGA-GFP TGF-b/SMAD3 reporter, GFP fluorescence, 18 h; TGF-beta stimulated, 500 pg/mL final. Potency, µM (titrated, usually from 46.1 µM), for inactives: top-dose activity, negative = inhibition, hits mostly inhibitors. 1.2% of 410,000 active; note: potency is the fitted concentration of half-maximal effect; % is set by controls: 0 for no effect and ±100 for the full control effect; nearly all actives have a fitted effect of over 65% in size
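HEPG2 CAGA-GFP reporter cells (1000/well, DMEM with 1% FBS) received compounds, then recombinant TGF-beta at 500 pg/mL final for 18 hours at 37 degrees C. Per-cell GFP summed per well was normalised to unstimulated and stimulated DMSO controls before curve fitting.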
Nrf2 inh – Nrf2 qHTS screen for inhibitors | A549 ARE-Fluc reporter, luciferase luminescence, 18-24 h | Potency, µM (highest dose often 46 µM), for the others: top-dose activity change, negative = inhibition, hits mostly inhibitors | 2.1% of 360,000 active; note: potency is the fitted concentration of half-maximal effect; % is set by controls: 0 for no effect and ±100 for the full control effect; nearly all actives have a fitted effect of over 60% in size
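Concentration-response testing used A549 ARE_Fluc cells at 5000 cells/well. Following an 18-24 h compound incubation, viability was read by fluorescence (Ex 405/Em 525) and luciferase output by luminescence.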
S2 tox – Viability Counterscreen for Primary qHTS for Inhibitors of ATXN expression | S2 cells (HEK-293 line with an ATXN2-luciferase reporter) viability, CellTiter-Fluor protease fluorescence, 24 h | Potency, µM (titrated, usually from 56.7 µM), actives largely listed as cytotoxic | 0.49% of 400,000 active; note: potency is the fitted concentration of half-maximal effect; nearly all actives have a fitted effect of over 40% in size
HepG2 viability – qHTS for Inhibitors of TGF-b: Cytotox Counterscreen; 0.76% of 410,000 active; AID 588856, 2011; Potency, µM (titrated, usually from 46.1 µM), inactives show at the top dose activity change, negative = cytotoxicity, hits mostly cytotoxic; HepG2 CAGA-GFP viability, ATP luminescence, 18 h; note: potency is the fitted concentration of half-maximal effect; some results filed as inactive show a strong effect at the top dose
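CellTiter-Glo luminescence gave cytotoxicity after 18 hours at 37 degrees C. The cells were HepG2 CAGA-GFP in 1% FBS DMEM, stimulated with 500 pg/mL TGF-beta after compound addition. %Activity was normalised to no-cell wells (complete cell-killing) and DMSO (no toxicity), and curves were fitted and classified.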
Nrf2 activator – qHTS of Nrf2 Activators. AREc32 ARE-luciferase reporter (MCF7-derived line), luminescence, 24 h. Potency, µM (highest dose often 46.1 µM), for the others: at the highest dose activation, most hits filed as activators. 0.31% of 410,000 active; note: potency is the fitted concentration of half-maximal effect; % of control where 0% means no effect; nearly all actives have a fitted effect of over 65% in size
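AREc32_Fluc, 1000 cells/well, OPTI-MEM + 5% FBS, o/n 37 deg C 5% CO2; 23 nL cpd by pin tool, 24 hr; Steady-Glo 30 min RT, luminescence.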
Numbers without * were called inactive. Unless noted, calls come from the whole dose curve; as a rule, active = well fitted curve in the direction sought with a large enough effect; inconclusive = small, poorly fitted or top-dose-only effect, or another doubt; inactive = no such curve, though single readings can be large; an effect the other way counts as inactive or inconclusive.

`CC(=O)Nc1ccc(NC(=O)C(C)OC(=O)c2ccc3ccccc3n2)cc1` (configuration not stated) gave ATXN2 expr inh 9.1%, IL-2 act 1.0, A549 tox 0.2%, EPAC2 agonist 6.8%, TGFb SMAD3 inh 6.4%, Nrf2 inh 7.2%, S2 tox inactive, HepG2 viability 0.0% and Nrf2 activator -0.5%.
COc1cc(-c2cc(NC(C)=O)c3ncc(-c4ccccc4)n3c2)cc(OC)c1OC was read as ATXN2 expr inh 2.3%, IL-2 act -0.7, EPAC2 agonist 7.1%, TGFb SMAD3 inh 6.6%, S2 tox inactive, HepG2 viability -36.7% and Nrf2 activator 23.1%.
Screening CCN(C(=O)COC(=O)/C=C/c1cccc([N+](=O)[O-])c1)c1c(N)n(Cc2ccccc2)c(=O)[nH]c1=O returned IL-2 act 2.3, A549 tox -0.8%, EPAC2 agonist -2.1%, TGFb SMAD3 inh 29.8%, Nrf2 inh 0.1%, S2 tox inactive, HepG2 viability 5.3% and Nrf2 activator 6.4%.
`Cc1cc(NC(=O)Cn2cnc3c(cnn3C(C)(C)C)c2=O)no1` gave ATXN2 expr inh 7.8%, IL-2 act -0.6, A549 tox 0.4%, EPAC2 agonist -6.1%, TGFb SMAD3 inh 3.4%, Nrf2 inh 2.4%, S2 tox inactive, HepG2 viability -6.1% and Nrf2 activator 0.1%.
Screening CC(=O)Nc1ccc(NC(=O)C2CCCN2C(=O)Nc2ccc(F)c([N+](=O)[O-])c2)cc1 (configuration not stated) returned ATXN2 expr inh -6.1%, IL-2 act -0.8, A549 tox -0.7%, EPAC2 agonist 10.0%, TGFb SMAD3 inh -4.8%, Nrf2 inh 8.3%, S2 tox inactive, HepG2 viability -7.1% and Nrf2 activator 6.8%.
`Cc1ccccc1NC(=O)CC(=O)c1ccccc1` gave IL-2 act 1.0, A549 tox -1.5%, EPAC2 agonist 4.9%, TGFb SMAD3 inh -12.1%, Nrf2 inh -1.8%, S2 tox inconclusive, HepG2 viability -6.1% and Nrf2 activator 1.0%.
Screening C=CCn1c(SCC(=O)O)nnc1-c1cccc(Cl)c1 returned ATXN2 expr inh 0.7%, IL-2 act 0.3, A549 tox 0.9%, EPAC2 agonist 8.5%, TGFb SMAD3 inh 0.0%, Nrf2 inh 13.0%, S2 tox inactive, HepG2 viability 2.6% and Nrf2 activator -0.3%.
For Cc1cc(NC(=O)C(C)Oc2ccc(C(C)(C)C)cc2)no1 (configuration not stated) the results were ATXN2 expr inh -1.8%, IL-2 act 1.9, A549 tox -3.7%, EPAC2 agonist -3.4%, TGFb SMAD3 inh 1.2%, Nrf2 inh -13.6%, S2 tox inactive, HepG2 viability 0.2% and Nrf2 activator 0.2%.
`O=C(NNC(=O)c1ccccc1O)c1ccco1` gave ATXN2 expr inh 12.4%, IL-2 act 0.5, A549 tox -7.5%, EPAC2 agonist 7.7%, TGFb SMAD3 inh -11.5%, Nrf2 inh -0.8%, S2 tox inactive, HepG2 viability -8.8% and Nrf2 activator -0.1%.
`CN(C)c1ccc(NC(=O)CSc2n[nH]c(-c3ccncc3)n2)cc1` gave ATXN2 expr inh 6.4%, IL-2 act -1.6, A549 tox -1.2%, EPAC2 agonist -0.8%, TGFb SMAD3 inh 0.3%, Nrf2 inh 8.0%, S2 tox inactive, HepG2 viability 12.1% and Nrf2 activator -0.8%.
`CCOc1ccc(C)cc1S(=O)(=O)NC1CCCCCC1` gave ATXN2 expr inh 5.2%, IL-2 act -3.4, A549 tox 0.5%, EPAC2 agonist 15.7%, TGFb SMAD3 inh 1.2%, Nrf2 inh -2.7%, S2 tox inactive, HepG2 viability -1.7% and Nrf2 activator -0.2%.
`O=C(Nc1cc(C(F)(F)F)ccc1-n1cncn1)c1ccc([N+](=O)[O-])o1` gave ATXN2 expr inh inconclusive, IL-2 act -1.4, A549 tox -3.7%, EPAC2 agonist -2.6%, TGFb SMAD3 inh inconclusive, Nrf2 inh 4.2%, S2 tox inconclusive, HepG2 viability -40.1% and Nrf2 activator inconclusive.
N#Cc1ccccc1S(=O)(=O)N1CCN(C(=O)[C@H](Cc2ccccc2)NC(=O)c2ccco2)CC1 was read as ATXN2 expr inh 5.9%, IL-2 act -0.2, A549 tox -1.4%, EPAC2 agonist -3.8%, TGFb SMAD3 inh -0.6%, Nrf2 inh -9.8%, S2 tox inactive, HepG2 viability -3.9% and Nrf2 activator 0.2%.
Cc1nc2ccccc2c(=O)n1N was read as ATXN2 expr inh 6.5%, IL-2 act -0.1, A549 tox -3.0%, EPAC2 agonist -8.3%, TGFb SMAD3 inh 16.9%, Nrf2 inh 8.2%, S2 tox inactive, HepG2 viability 17.5% and Nrf2 activator 0.3%.
For O=c1c2ccccc2nc(/C=C/c2ccc(Cl)cc2)n1CCO the results were ATXN2 expr inh -0.9%, IL-2 act 1.3, A549 tox 3.4%, EPAC2 agonist -2.2%, TGFb SMAD3 inh -23.0%, Nrf2 inh 3.9%, S2 tox inactive, HepG2 viability -2.6% and Nrf2 activator 22.7%.
`Cc1ccc2c(c1)Cc1c(nc(-c3ccc(Cl)cc3)nc1SCC(=O)N1CCCCC1)O2` gave ATXN2 expr inh 12.5%, A549 tox 6.6%, TGFb SMAD3 inh 1.1%, Nrf2 inh -7.4%, S2 tox inactive, HepG2 viability -9.9% and Nrf2 activator 0.2%.
For CCOc1ccccc1NC(=O)c1cc(C(=O)Nc2ccccc2OCC)cc(N2C(=O)CCC2=O)c1 the results were ATXN2 expr inh 8.1%, IL-2 act 1.8, A549 tox -2.0%, EPAC2 agonist -1.4%, TGFb SMAD3 inh -0.8%, Nrf2 inh 12.0%, S2 tox inactive, HepG2 viability 3.2% and Nrf2 activator -0.6%.
Screening CCn1c(COc2ccc(C(C)C)cc2)nnc1SCC(=O)Nc1nccs1 returned ATXN2 expr inh -1.0%, IL-2 act -2.8, A549 tox 9.4%, EPAC2 agonist 9.4%, TGFb SMAD3 inh 12.3%, Nrf2 inh 3.5%, S2 tox inactive, HepG2 viability -13.8% and Nrf2 activator -0.1%.
For Cc1ccc(OCC(=O)O/N=C(\N)c2cccc([N+](=O)[O-])c2)cc1C the results were ATXN2 expr inh 3.4%, IL-2 act -0.4, A549 tox 4.2%, EPAC2 agonist 16.2%, TGFb SMAD3 inh -9.2%, Nrf2 inh inconclusive, S2 tox inactive, HepG2 viability -2.9% and Nrf2 activator 2.3%.
Screening CCOc1ccc(S(=O)(=O)Nc2ccc(C(=O)N(C)CC(=O)Nc3ccc(OC)cc3)cc2)cc1 returned ATXN2 expr inh 0.4%, IL-2 act 0.0, A549 tox -2.2%, EPAC2 agonist 2.8%, TGFb SMAD3 inh 0.0%, Nrf2 inh -3.8%, S2 tox inactive, HepG2 viability -4.5% and Nrf2 activator -0.5%.
Screening Cc1ccc(S(=O)(=O)N(C)c2ccc(OCC(=O)Nc3nc(-c4ccccc4)cs3)cc2)cc1 returned ATXN2 expr inh 17.3%, IL-2 act 1.0, A549 tox 11.9%, EPAC2 agonist 10.3%, TGFb SMAD3 inh -19.9%, Nrf2 inh -3.8%, S2 tox inactive, HepG2 viability -2.7% and Nrf2 activator 2.2%.
`COC(=O)c1cc(NC2c3ccccc3C(=O)N2c2cccnc2)cc(C(=O)OC)c1` (configuration not stated) gave ATXN2 expr inh -4.3%, IL-2 act -3.6, A549 tox 0.6%, EPAC2 agonist 6.0%, TGFb SMAD3 inh 0.8%, Nrf2 inh 13.8%, S2 tox inactive, HepG2 viability -0.5% and Nrf2 activator -0.2%.
`O=C(O)c1ccc2c3c(ncnc13)-c1ccccc1C2=O` gave ATXN2 expr inh inconclusive, IL-2 act -0.1, A549 tox 3.26µM*, EPAC2 agonist 3.4%, TGFb SMAD3 inh 0.794µM*, Nrf2 inh 2.59µM*, S2 tox inactive, HepG2 viability 1µM* and Nrf2 activator 12.9%.
Screening Brc1cccc(CNCC2CCCO2)c1 (configuration not stated) returned ATXN2 expr inh 3.4%, IL-2 act 0.2, A549 tox 0.1%, EPAC2 agonist -1.2%, TGFb SMAD3 inh 1.2%, Nrf2 inh 0.4%, S2 tox inactive, HepG2 viability -2.7% and Nrf2 activator 0.0%.
For Cc1nc(-c2ccccn2)nc(N(C)c2ccccc2)c1Cl the results were ATXN2 expr inh inconclusive, IL-2 act -2.9, A549 tox 1.5%, EPAC2 agonist 13.5%, TGFb SMAD3 inh inconclusive, Nrf2 inh 1.1%, S2 tox inactive, HepG2 viability -42.0% and Nrf2 activator 2.9%.
`CCOC(=O)C1(Cc2cccc(OC)c2)CCN(Cc2csc(C(C)=O)c2)CC1` gave IL-2 act 0.2, A549 tox -3.3%, EPAC2 agonist 6.8%, TGFb SMAD3 inh inconclusive, Nrf2 inh 10.2%, S2 tox inactive, HepG2 viability -23.7% and Nrf2 activator 3.7%.
Screening Cc1ccc(O)c(-c2[nH]ncc2C(=O)c2ccc(Cl)cc2)c1 returned ATXN2 expr inh 0.6%, IL-2 act 0.0, A549 tox 1.0%, EPAC2 agonist -2.2%, TGFb SMAD3 inh 0.0%, Nrf2 inh 0.6%, S2 tox inactive, HepG2 viability -25.6% and Nrf2 activator 2.6%.
CC1=CC(c2ccc(Cl)cc2)n2nc(NC(=O)CCC(=O)O)nc2N1 (configuration not stated) was read as ATXN2 expr inh 22.1%, IL-2 act -3.1, A549 tox 1.5%, EPAC2 agonist 6.9%, TGFb SMAD3 inh -9.1%, Nrf2 inh -1.7%, S2 tox inactive, HepG2 viability -5.5% and Nrf2 activator 0.0%.
